# High-throughput results (PubChem)
# Rab9 promoter act = qHTS Assay for Rab9 Promoter Activators. Huh7 Rab9 promoter-luciferase reporter, luminescence, 24 h. Potency, µM (series often up to 9.22 µM), for inactives: top-dose activation, negative = inhibition, usual class: activators. 2.8% of 320,000 active. AID 485297, 2010; also: potency is read from the fitted curve at half-maximal effect; % of control where 0% means no effect; nearly all actives have a fitted effect of over 60% in size
#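 Cell-based reporter: Huh7 stable for Rab9 promoter-driven luciferase, plated in reduced-serum medium with 10% FBS at 1500 cells/well, compound-treated 24 h at 37 °C, luminescence read after 10 min reagent.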
# Tb PFK block = qHTS Assay to Find Inhibitors of T. brucei phosphofructokinase; ATP-dependent 6-phosphofructokinase (Trypanosoma brucei brucei), O15648; T. brucei PFK, ADP-Glo luminescence; Potency, µM (series often up to 57.5 µM), for the others: top-dose activity, negative = inhibition, hits mostly inhibitors; 0.17% of 330,000 active; AID 485367, 2010;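 also: potency is read from the fitted curve at half-maximal effect; 0% = uninhibited 1x PFK enzyme wells and -100% = no-enzyme wells; nearly all actives have a fitted effect of over 60% in size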
#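 PFK 1.25 nM, F6P 0.5 mM, ATP 0.1 mM, 0.1 M TEA pH 8.0, 5 mM MgCl2, 0.01% Tween20, 0.1% BSA; 45 min RT. ADP-Glo readout. qHTS titration up to 57 uM; curves fitted, compounds curve-classed.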
# ELG1 genotox = qHTS screen for small molecules that induce genotoxicity in human embryonic kidney (HEK293T) cells expressing luciferase-tagged ELG1; HEK293T ELG1-luciferase reporter, luminescence, 16 h; Potency, µM (titrated, usually from 46 µM), inactives show at the top dose activity change, positive = activation, actives largely listed as activators; 1.3% of 330,000 active; AID 504466, 2011; also: potency is read from the fitted curve at half-maximal effect; % of control where 0% means no effect; nearly all actives have a fitted effect of over 60% in size
#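 HEK293T cells expressing luciferase-tagged ELG1 were exposed to compound or DMSO vehicle for 16 hr at 37 °C and 5% CO2. Luciferase activity was then measured with ONE-Glo after 30 min at room temperature.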
# BRCA1 expr up = qHTS Assay to Identify Small Molecule Activators of BRCA1 Expression. 1.1% of 380,000 active. MCF7-BRCA1-FFLuc reporter, luminescence, 48 h; response scale: scaled: vehicle 0%, 10 µM genistein 100%. Potency, µM (series often up to 46.1 µM), without a hit: at the highest dose activation, usual class: activators; also: potency is read from the fitted curve at half-maximal effect; nearly all actives have a fitted effect of over 80% in size; some results filed as inactive show a strong effect at the top dose
#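 MCF7-BRCA1-FFLuc, 2000 cells/well; 2 h attach, 37 °C/5% CO2; compound 48 h; luciferase substrate 15 min; luminescence end-point. Norm. to genistein 10 microM max activation and DMSO; concentration-response curves fitted.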
# p53 reactivation = qHTS assay for re-activators of p53 using a Luc reporter; H1299 p53-A138V BP100-luciferase reporter, luminescence, 24 h; Potency, µM (doses to about 92.2 µM), inactives show top-dose activity change, positive = activation, most hits filed as activators; 0.063% of 320,000 active; also: potency is read from the fitted curve at half-maximal effect; % of control where 0% means no effect; nearly all actives have a fitted effect of over 45% in size
#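 H1299 (p53-null), stable ts p53-A138V + BP100-Luc; 1000 cells/well, Opti-MEM/10% FBS; cpd 4 pt, 1:5; 24 h, 37 deg C, 5% CO2; detection reagent 10 min RT; luminescence.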
# NPC1 promoter act = qHTS Assay for NPC1 Promoter Activators; Huh7 NPC1 promoter luciferase reporter, 24 h; Potency, µM (titrated, usually from 9.22 µM), without a hit: at the top dose activation, hits mostly activators; 2.4% of 320,000 active;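 also: potency is read from the fitted curve at half-maximal effect; % of control where 0% means no effect; nearly all actives have a fitted effect of over 60% in size; reporter is driven by a mutant NPC1 promoter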
#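 Luminescence read-out of NPC1 promoter-driven luciferase in stably transfected Huh7 cells; compounds delivered in DMSO and left 24 h at 37C, 5% CO2, qHTS titration format.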
# FLuc modulator = qHTS profiling assay for firefly luciferase inhibitor/activator using purifed enzyme and Km concentrations of substrates (counterscreen for miR-21 project); 6.9% of 360,000 active; Potency, µM (titrated, usually from 57.5 µM), for inactives: at the top dose activity change, negative = inhibition, usual class: inhibitors; Luciferin 4-monooxygenase (Photinus pyralis), P08659; purified FLuc, Km substrates, luminescence inhibition;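 also: potency is read from the fitted curve at half-maximal effect; plate controls were vehicle for no effect and reference inhibitor for full effect; nearly all actives have a fitted effect of over 55% in size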
# Target sequence (P08659 whole entry, looked up): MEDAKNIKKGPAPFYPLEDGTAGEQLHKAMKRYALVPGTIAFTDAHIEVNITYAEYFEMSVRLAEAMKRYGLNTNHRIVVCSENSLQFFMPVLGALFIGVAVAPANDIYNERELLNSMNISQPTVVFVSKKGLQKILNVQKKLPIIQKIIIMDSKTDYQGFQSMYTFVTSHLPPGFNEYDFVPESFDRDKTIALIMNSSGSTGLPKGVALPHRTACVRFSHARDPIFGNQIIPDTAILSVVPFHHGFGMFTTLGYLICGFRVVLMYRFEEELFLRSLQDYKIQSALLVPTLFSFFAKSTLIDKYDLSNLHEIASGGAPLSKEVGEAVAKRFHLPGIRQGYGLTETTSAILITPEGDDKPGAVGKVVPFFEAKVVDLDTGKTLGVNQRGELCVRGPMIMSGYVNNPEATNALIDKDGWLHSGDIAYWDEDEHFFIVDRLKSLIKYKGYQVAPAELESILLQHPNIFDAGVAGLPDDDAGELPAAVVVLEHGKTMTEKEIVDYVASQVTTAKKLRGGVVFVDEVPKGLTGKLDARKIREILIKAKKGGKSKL
#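 Biochemical qHTS of compounds, final roughly 60 µM downward over six points, against 10 nM purified firefly luciferase using Km concentrations of substrates (10 uM D-luciferin, 10 uM ATP) in Tris acetate pH 7.5 buffer; luminescence output.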
# TRPV1 agonist = HTS Assay for Compounds that Act as Agonists of the Vanilloid Receptor 1 | 0.19% of 320,000 active | activation, % at 8.33 µM | Transient receptor potential cation channel subfamily V member 1 (Homo sapiens), Q8NER1 | AID 540275, 2011 | TRPV1-expressing cells, Fluo-8 calcium influx, agonist mode; in the data active = activation above about 80%; inconclusive = between about 30% and that limit; also: 0% is about no effect
#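 Fluo-8 calcium influx in TRPV1-expressing cells, kinetic read (ex 480/em 520 nm). Compound added and read 3 min for agonist activity, followed by capsaicin at EC20 final and 2 min further read for enhancement.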
# Gal4-VP16 FLuc = VP16 counterscreen qHTS for inhibitors of ROR gamma transcriptional activity. 3.5% of 310,000 active. Potency, µM (series often up to 53.6 µM), for inactives: at the highest dose activity, negative = inhibition, actives largely listed as inhibitors. Drosophila S2 Gal4-VP16 UAS-luciferase, luminescence, 20 h;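 also: Gal4-VP16 expression switched on by copper sulfate through the metallothionein promoter; potency is read from the fitted curve at half-maximal effect; % is scaled to controls: 0 for no effect and ±100 for the full control effect; nearly all actives have a fitted effect of over 50% in size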
# RORgamma inh = qHTS for inhibitors of ROR gamma transcriptional activity; Drosophila S2 Gal4-RORgamma UAS-luciferase reporter, 20 h; Potency, µM (titrated, usually from 53.6 µM), inactives show top-dose activity change, negative = inhibition, most hits filed as inhibitors; 5.4% of 310,000 active; Nuclear receptor ROR-gamma (Mus musculus), P51450; also: potency is read from the fitted curve at half-maximal effect; % is scaled to controls: 0 for no effect and ±100 for the full control effect; nearly all actives have a fitted effect of over 60% in size
# Target sequence (P51450 whole entry, looked up, the tested form may be a part): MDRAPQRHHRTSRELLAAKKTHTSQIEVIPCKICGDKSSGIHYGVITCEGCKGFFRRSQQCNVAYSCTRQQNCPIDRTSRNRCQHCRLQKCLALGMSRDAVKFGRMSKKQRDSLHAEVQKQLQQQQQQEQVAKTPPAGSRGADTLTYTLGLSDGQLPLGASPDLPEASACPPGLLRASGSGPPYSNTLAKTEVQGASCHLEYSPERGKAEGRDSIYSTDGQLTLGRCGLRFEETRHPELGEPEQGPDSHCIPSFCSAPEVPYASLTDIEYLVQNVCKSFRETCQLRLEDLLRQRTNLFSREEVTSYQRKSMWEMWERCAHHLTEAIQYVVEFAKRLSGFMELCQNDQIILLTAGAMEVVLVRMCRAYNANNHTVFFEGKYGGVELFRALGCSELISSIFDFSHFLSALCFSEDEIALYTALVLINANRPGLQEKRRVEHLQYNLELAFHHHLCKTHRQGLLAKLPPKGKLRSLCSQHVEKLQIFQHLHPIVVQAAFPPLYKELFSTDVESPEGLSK
#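 Read-out: Photinus luciferase luminescence; inhibitors lower reporter signal. Insect Schneider cells with Gal4-ROR gamma fusion under metallothionein promoter, UAS reporter; 700 uM final copper sulfate induction, 20 hr, ambient temperature.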
# ELG1 repair inh = qHTS screen for small molecules that inhibit ELG1-dependent DNA repair in human embryonic kidney (HEK293T) cells expressing luciferase-tagged ELG1. HEK293T ELG1-luciferase reporter, luminescence, 16 h; DNA damage induced by 5-fluorouridine. Potency, µM (titrated, usually from 46.1 µM), for the others: at the highest dose activity change, negative = inhibition, most hits filed as inhibitors. 2.3% of 330,000 active. AID 504467, 2011; also: potency is read from the fitted curve at half-maximal effect; % is scaled to controls: 0 for no effect and ±100 for the full control effect; nearly all actives have a fitted effect of over 55% in size
#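 5-Fluorouridine DNA damage + compound/DMSO, 2,000 cells/well, 16 h, 37 °C/5% CO2. ONE-Glo, 30 min RT, luminescence. Readout = decrease in reporter signal.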
# An asterisk follows results filed as active; ? = inconclusive; . = not tested or not shown; & = joins results of further samples; [ ] = another dose, or the depositor's remark. Unless noted, calls follow the shape of the dose curve; as a rule, active = well fitted curve in the direction sought with a large enough effect; inconclusive = small, poorly fitted or top-dose-only effect, or another doubt; inactive = no such curve, though single readings can be large; an effect the other way counts as inactive or inconclusive.
SMILES,Rab9 promoter act,Tb PFK block,ELG1 genotox,BRCA1 expr up,p53 reactivation,NPC1 promoter act,FLuc modulator,TRPV1 agonist,Gal4-VP16 FLuc,RORgamma inh,ELG1 repair inh
COc1cc(=O)n(C)c2ccccc12,-4%,-2%,.,-39%,.,-1%,0%,0,0%,13µM*,.
Oc1ccc(/C=N/NC(=S)N2CCOCC2)cc1,28%,-1%,9%,-35%,-1%,26%,7.6µM*,-1,?,1.1µM*,11%
CN(C)c1cccc(C(=O)Nc2cccc(F)c2)c1,2.8µM*,-28%,?,51%,?,2.2µM*,19µM*,?,?,33%,?
COc1ccc(CN2CCC(n3nccc3NC(=O)C3CCCC3)CC2)cc1,1%,-1%,1%,6%,-1%,-1%,2%,-2,3%,-16%,-4%
C[C@H]1CN([C@@H](C)CO)C(=O)c2cccc(NC(=O)C3CC3)c2O[C@H]1CN(C)Cc1ccc(-c2ccccc2)cc1,.,4%,-7%,-43%,-1%,.,.,.,.,.,?
O=C(N/N=C/c1cccc(O)c1)c1ccc(COc2ccccc2Br)cc1,2%,-1%,-1%,19%,3%,-2%,-17%,?,?,?,-15%
CCOc1ccc(NC(=O)C2CCN(S(=O)(=O)c3c(C)n[nH]c3C)CC2)cc1,2%,0%,-2%,1%,0%,-5%,0%,4,-7%,11%,-2%
O=C(O)c1ccc2c(c1)c1c3n2CCNC3CCC1 (configuration not stated),-6%[1.84 µM],1%,2%,5%,2%,-4%,-1%,-1,-5%,-19%,7%
COc1ccc(S(=O)(=O)N(CC(=O)NCc2ccco2)c2ccccc2)cc1,1%,2%,1%,-20%,-4%,-1%,-1%,10,17%,11%,13%
Cc1cccc(NC(=O)c2ccccc2C(=O)O)c1,2%,-1%,2%,12%,0%,-3%,2%,-1,-1%,-2%,16%
COc1cc(NC(=O)c2ccccn2)cc(OC)c1OC,-4%,-2%,4%,-21%,1%,1%,4%,6,-11%,-5%,?
Cc1ccc2c(c1)nc(-n1nc(C)cc1C)c1nnnn12,21%,-4%,3%,11%,8%,2%,-14%,11,2%,-16%,-7%
CCOc1ccccc1N(C)C(=O)c1ccc2c(=O)n3c(nc2c1)CCCCC3,-3%,0%,-1%,6%,-3%,-3%,1%,1,-6%,-4%,-15%
COc1ccccc1N=C1SCC(=O)N1Cc1ccco1,2%,-4%,-2%,0%,2%,-2%,0%,0,-5%,-12%,-30%
COc1ccc(CCCc2nnc(SCC(=O)NN)o2)cc1,3%,-6%,0%,-35%,2%,-3%,-1%,4,9%,15%,7%
CN(Cc1ccc(C(C)(C)C)cc1)C(=O)C1CCN(C(=O)Nc2ccccc2)CC1,-7%,11%,-13%,-32%,5%,-2%,-6%,2,.,.,?
COc1ccc(N2CCN(c3cc(C)c4ccc(C)cc4n3)CC2)cc1,-1%,0%,-9%,-76%,-3%,-13%,1%,2,5%,18%,-28%
CCOC(=O)CSC1=NC(=O)/C(=C\c2ccc(OC(C)=O)cc2)S1,-8%,1%,?,91%,2%,-7%,19µM*,.,-9%,0%,?
CC(C)N1CC=C2C(C#N)=C(N)C(C#N)(C#N)C(c3ccccc3)C2C1 (configuration not stated),7%,-10%,-1%,-21%,-1%,-1%,-2%,-1,-1%,-7%,1%
COc1ccccc1NC(=O)c1ccc(NC(=O)COC(=O)c2cncc(Br)c2)cc1,.,0%,3%,3%,0%,.,.,.,.,.,?
COc1ccc([N+](=O)[O-])cc1NC(=S)NC(=O)C(C)(C)C,5%,-1%,-1%,9%,4%,10%,-1%,7,-16%,?,-4%
CCOc1ccc(NC(=O)C(Cc2ccccc2)NC(=O)C2CCCCC2)cc1 (configuration not stated),-3%,-1%,7%,-17%,-6%,-3%,-1%,3,-23%,-29%,24%
Cc1occc1-c1nnc(SCC(=O)N2CCN(c3ccccc3)CC2)n1C,0%,3%,-10%,3%,-2%,-1%,4%,-3,-1%,30%,?
Cc1ccc(O)c(N=Nc2ccc(S(=O)(=O)N3CCCC3)cc2)c1,?,0%,9%,-4%,9%,?,15µM*,7,-13%,?,?
Cc1nc2cc(CO)ccc2n1C,-3%,-10%,2%,0%,1%,-5%,1%,-2,-3%,-19%,18%
CCc1nnc(NC(=O)c2ccc(S(=O)(=O)NCC(C)C)cc2)s1,-6%,-4%,12%,27%,9%,0%,4%,0,3%,-43%,18%
CC(O)CNCCOc1cccc(Oc2ccccc2)c1 (configuration not stated),0%,3%,-4%,-10%,15%,-2%,-2%,4,-5%,-11%,-3%
O=C(c1cnsn1)N1CCC(CO)(Cc2cccc(F)c2)CC1,3.2µM*,-5%,?,?,13%,?,13µM*,12,3%,14%,?
C/C(=N\NC(=O)CSc1nc2ccccc2s1)c1ccco1,0%,1%,-2%,-37%,?,-4%,-10%,0,26%,43%,13%
COc1cccc(-c2nc(CS(=O)(=O)CC(=O)N3CCc4ccccc43)c(C)o2)c1,0%,-8%,-6%,-32%,-1%,-1%,-1%,22,3%,1%,?
CCNC(=O)C1Cc2ccccc2CN1S(=O)(=O)c1ccc(F)cc1 (configuration not stated),-3%,-1%,1%,-12%,0%,2%,1%,14,-19%,4%,16%
CCOC(=O)N1CCN(C(=O)c2cnn3ccccc23)CC1,-5%,-1%,1%,2%,12%,3%,6%,.,15%,?,9%
COC(=O)c1cc(NCc2cccs2)ccc1N1CCOCC1,4%,-3%,?,-7%,5%,-5%,5%,4,-1%,6%,?
Cn1ccnc1SCC(=O)Nc1cccc(C#N)c1,.,2%,5%,1%,3%,.,.,.,.,.,0%
CC(=O)c1ccc(N2CCN(C(=O)CCCn3c(=O)[nH]c4ccsc4c3=O)CC2)cc1,3%,3%,-2%,-17%&7%,-5%,-2%,0%&-2%,0,3%,14%,-19%
O=C(/C=C/c1cccc([N+](=O)[O-])c1)NCCSCc1ccco1,-7%,-8%,2%,10%,0%,4%,?,?,-14%,?,12%
c1ccc(OCc2noc(CN3CC[C@@H]4CCCC[C@H]4C3)n2)cc1,-2%,-4%,-2%,8%,4%,1%,-2%,5,9%,25%,8%
COc1ccc(NC(=O)c2ccc(C(=O)c3ccccc3)o2)cc1,?,0%,-3%,33%,5%,16%,?,25,-6%,1%,17%
Cc1nc(N2CCCC2C(=O)O)c2oc3ccccc3c2n1 (configuration not stated),9%,-3%,-5%,-1%,0%,-2%,-1%,.,2%,-2%,-5%
CN(C(=O)CSc1nc2ccccc2[nH]1)C1CCS(=O)(=O)C1 (configuration not stated),-5%,1%,3%,-1%,4%,2%,-1%,1,.,.,26%
CC(OC(=O)Cn1cnc2c1c(=O)n(C)c(=O)n2C)C(=O)NCc1ccccc1 (configuration not stated),-10%,-11%,0%,-4%,2%,1%,-1%,-4,.,.,?
CC1Cc2ccccc2N1C(=O)CN1CCN(S(=O)(=O)c2cccs2)CC1 (configuration not stated),-4%,-11%,-1%,-13%,1%,0%,2%,9,.,.,-6%
COc1ccc(-c2nc(C(N)=O)c3[nH]c(=O)n(-c4cccc(C)c4)c3n2)c(OC)c1,-4%,0%,-1%,-20%,-11%,4%,4%,-4,-6%,28%,?
CCOc1ncccc1C(=O)Nc1ccc(S(=O)(=O)NC2=NCCCCC2)cc1,-2%,-7%,-1%,-15%,-3%,-6%,-5%,7,-10%,-8%,7%
O=C(O)C1=NN(c2c(F)c(F)cc(F)c2F)C(=O)CC1,-3%,2%,1%,-12%,-1%,0%,0%,-1,4%,-2%,12%
CC(=O)NC(c1ccco1)c1cc(Cl)c2ccccc2c1O (configuration not stated),3%,-1%,5%,-23%,-11%,21%,0%&0%,-3,.,.,22%
Cc1cc(=O)oc2cc(OC(C)C(=O)Nc3ccc(N4CCOCC4)cc3)ccc12 (configuration not stated),-1%,-5%,10%,11%,5%,-1%,-7%,2,-14%,-1%,-11%

# This is a random part of the collection. Share with any hit: about 15%.
